DNMT1 block = blocks human DNA methyltransferase DNMT1; inhibition (reported as % activation of signal), % at 10 µM; DNMT1 molecular beacon, Hinp1I cleavage, fluorescence; P26358; actives 0.83% (n = 360,000); in the data active means inhibition above about 50%
STEP block = STEP (human) phosphatase inhibition. inhibition, % at 20 µM. actives 0.25% (n = 360,000). P54829. recombinant STEP, OMFP fluorogenic substrate, fluorescence;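 active means inhibition at 20 µM, scaled per plate between control wells, above about 37%, limit read from the data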;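 further: 0% = DMSO with enzyme and substrate and 100% = substrate only without enzyme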
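System: isolated STEP enzyme; schedule: 20 min enzyme reaction at room temperature, protected from light; medium: Bis-Tris buffer pH 6.0, 2.5 mM DTT, 0.005% Tween 20; signal: fluorescence, 480/540 nm; dosing: single compound dose of 20 µM, 1% DMSO final; also added: OMFP substrate, 25 µM final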
Scp1 inh = Scp-1 (human) phosphatase inhibition | AID 493091 | actives 0.88% (n = 340,000) | Q9GZU7 | inhibition, % at 20 µM | Recombinant Scp1, phosphopeptide, malachite green phosphate absorbance;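 active means inhibition above about 50% at 20 µM, limit read from the data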;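 further: plate controls were DMSO wells with enzyme for no effect and wells lacking enzyme for full effect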
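Material: truncated SCP-1 phosphatase (76-261aa) / Buffer or medium: 50 mM Tris acetate pH 5.5, 0.005% Tween-20, 10 mM MgCl2 / Compound dosing: one concentration, 20 µM, with 1.0% DMSO / Incubation: 45 min room-temperature reaction, 5 min colour, 30 min stabiliser / Detection: colorimetric free-phosphate detection, absorbance 630 nm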
Tb MetRS inh = blocks T. brucei methionyl-tRNA synthetase activity. purified T. brucei MetRS, ATP depletion, Kinase-Glo luminescence. inhibition, % at 11.9 µM. actives 0.4% (n = 360,000);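 active means inhibition above a per-plate cutoff of the control wells' mean inhibition plus 3 SD, cut at about 5.5% in these data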;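 further: 0% = DMSO wells median and 100% = median of wells with control inhibitor compound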
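Measured by: Kinase-Glo luciferase luminescence reporting remaining unconsumed ATP. Material: purified T. brucei MetRS enzyme. Doses: 11.9 µM compound single dose, 0.9% DMSO. Medium: HEPES buffer containing pyrophosphatase, BSA, spermine, DTT. Times: 15 min preincubation, 2 h reaction, all 25 °C. Reagent: methionine, ATP and bulk E. coli tRNA.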
NadD block = inhibitors of Staphylococcus aureus NadD | purified NadD enzyme, colorimetric absorbance read-out | inhibition, % at 20 µM | actives 0.78% (n = 360,000); in the data active means inhibition above about 26%; further: some compounds past the cut are filed as inactive
MsrA inh = inhibits bovine methionine sulfoxide reductase A. purified bovine MsrA, absorbance read-out. inhibition, % at 15.5 µM. actives 0.75% (n = 360,000); in the data active means inhibition above about 4.5%;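 further: 0% = vehicle wells with enzyme and 100% = reference inhibitor wells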
SUMO1 PPI mod = alters human SUMO1 binding to SIM partners | P63165 | inhibition, % at 20 µM | SUMO1 binding to a labelled peptide, TR-FRET, 1 h | AID 602429 | actives 0.33% (n = 360,000); in the data active means inhibition above about 37%
Target sequence (P63165 whole entry, looked up): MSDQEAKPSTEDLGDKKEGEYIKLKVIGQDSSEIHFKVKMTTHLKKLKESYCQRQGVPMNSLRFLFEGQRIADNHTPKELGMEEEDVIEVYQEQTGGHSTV
LMPTP inh = blocks human LMPTP phosphatase; P24666; recombinant LMPTP-A, OMFP fluorogenic substrate, fluorescence intensity; inhibition, % at 20 µM; actives 0.22% (n = 360,000); AID 651560;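 active means compounds that cut the enzyme signal by at least half of the control window in the single-dose screen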;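 further: plate controls were DMSO wells with enzyme plus substrate for no effect and substrate without enzyme for full effect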
Target sequence (P24666 whole entry, looked up): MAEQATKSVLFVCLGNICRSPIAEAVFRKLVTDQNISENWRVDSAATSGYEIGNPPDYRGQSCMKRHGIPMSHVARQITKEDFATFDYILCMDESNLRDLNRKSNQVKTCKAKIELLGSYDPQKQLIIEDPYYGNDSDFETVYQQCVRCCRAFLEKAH
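Assay system: LMPTP-A enzyme. Input: 0.625 nM LMPTP-A final. Probe or stimulus: 400 µM OMFP. Compound dosing: single 20 µM dose. Schedule: 50 min dark incubation at room temperature. Detection: fluorescence intensity of OMFP turnover product. Read-out: percent inhibition versus substrate-only and uninhibited controls. Benchmarks: no-enzyme low control, uninhibited high control.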
Rpn11 inh = inhibitors of human proteasome Rpn11. O00487. human 26S proteasome, Ub4-pepOG fluorescence polarization; 20S core pre-blocked with epoxomicin. calls only at 20 µM. actives 0.59% (n = 360,000);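 active means inhibition at 20 µM, scaled to each plate's controls, above about 33%, limit read from the data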
Target sequence (O00487 whole entry, looked up): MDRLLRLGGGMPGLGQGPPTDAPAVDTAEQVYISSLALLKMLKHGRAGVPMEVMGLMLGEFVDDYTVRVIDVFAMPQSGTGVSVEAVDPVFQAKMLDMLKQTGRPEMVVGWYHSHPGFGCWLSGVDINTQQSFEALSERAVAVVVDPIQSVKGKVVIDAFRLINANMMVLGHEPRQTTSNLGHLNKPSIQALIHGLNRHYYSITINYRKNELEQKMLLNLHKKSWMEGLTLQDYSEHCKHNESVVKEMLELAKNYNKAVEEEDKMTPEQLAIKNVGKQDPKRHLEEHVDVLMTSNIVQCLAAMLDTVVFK
CSN deneddyl inh = inhibitors of human CSN-mediated cullin deneddylation; Q92905; Purified CSN, SCF-Nedd8-OG deneddylation, fluorescence polarization; inhibition, % at 12.5 µM; actives 0.38% (n = 360,000); AID 651999;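 active means pattern-corrected inhibition above about 35%, with an unprinted fluorescence ratio check between 0.5 and 1.5, limit read from the data, passing the limit was not always enough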;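 further: 0% = enzyme with substrate and 100% = substrate without enzyme; some results filed as inactive read as strong as hits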
Target sequence (Q92905 whole entry, looked up, one chain of several): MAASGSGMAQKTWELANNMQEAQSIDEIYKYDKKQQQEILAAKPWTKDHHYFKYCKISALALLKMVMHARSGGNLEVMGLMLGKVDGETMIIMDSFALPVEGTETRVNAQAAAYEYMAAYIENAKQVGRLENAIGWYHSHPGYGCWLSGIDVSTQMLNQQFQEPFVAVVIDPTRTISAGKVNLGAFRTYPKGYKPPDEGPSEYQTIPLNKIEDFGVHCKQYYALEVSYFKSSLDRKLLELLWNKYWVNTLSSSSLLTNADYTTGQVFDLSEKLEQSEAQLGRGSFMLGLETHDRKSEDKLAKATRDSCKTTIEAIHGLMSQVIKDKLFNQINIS
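Material: purified human Csn5 enzyme expressed in HEK293T cells / Medium: Tris buffer pH 7.5, NaCl, DTT, Tween-20, trehalose, ovalbumin / Compound dosing: 12.5 µM single point / Schedule: 90 min incubation of compound, enzyme and substrate at room temperature / Signal: fluorescence polarization of the substrate / Control set: no-enzyme wells high, enzyme-with-substrate wells low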
* marks the source's active call; other numbers are inactive results; i = inactive; . = no result given.

Tb MetRS inh	DNMT1 block	Rpn11 inh	LMPTP inh	MsrA inh	NadD block	Scp1 inh	SUMO1 PPI mod	CSN deneddyl inh	STEP block	Compound
-0.1	-2	i	0.4	1.1	1	1	4	0	2	C[C@H]1CN([C@@H](C)CO)C(=O)c2cccc(NC(=O)C3CC3)c2O[C@H]1CN(C)Cc1ccc(-c2ccccc2)cc1
-0.2	-7	i	-1.6	1.2	0	-2	-4	-1	1	CCc1nc2ccc(C(=O)Nc3ccc(NC(C)=O)cc3)cc2nc1CC
0.4	-4	i	-0.8	0.9	4	-1	-5	-12	1	CN(C)c1ccc(N2CC(C)(C)C2=O)cc1
-0.1	-2	i	-0.1	-0.1	0	0	3	-6	-1	O=C(Nc1ccc(N2CCOCC2)cc1)c1cccc(S(=O)(=O)N2CCCC2)c1
0.2	2	i	-0.4	-1.0	-10	-4	-2	4	-4	COc1cccc(N(C(=O)c2sc(C)nc2C)C(C(=O)NCC2CCCO2)c2ccccc2)c1 (stereo not drawn)
0.0	0	i	-1.6	0.1	-1	.	2	-6	2	Cc1cccc(NC(=O)CN(C)S(=O)(=O)c2cnc[nH]2)c1C
-0.7	3	i	0.6	-0.3	8	-6	-1	2	0	CNNC(=O)C(C)NC(=O)c1ccc(Br)cc1 (stereo not drawn)
-0.6	-4	i	-1.9	-1.2	1	-12	-2	-3	2	NS(=O)(=O)c1ccc(CCNC(=O)CNS(=O)(=O)c2cccc(Br)c2)cc1
-0.1	0	i	0.1	0.2	-2	-6	2	4	1	O=C(NCC(=O)N1CCN(c2ccccn2)CC1)c1ccc(Br)o1
-0.6	-8	i	2.0	1.4	2	-7	-4	-1	5	COc1ccc(C2C(C#N)=C(SCC(=O)Nc3ccc(C)cc3)NC3=C2C(=O)CC(C)(C)C3)cc1 (stereo not drawn)
-0.2	7	i	-0.9	-0.8	3	0	-1	-1	-2	CCn1c(SCC(=O)Nc2cc(C)on2)nc2c([nH]c3ccccc32)c1=O
-0.7	1	i	0.7	1.0	-2	0	3	-3	-1	O=c1[nH]n(Cc2ccccc2)c2ccccc12

Next part; it opens with the 3 that closed the last part.
Tb MetRS inh	DNMT1 block	Rpn11 inh	LMPTP inh	MsrA inh	NadD block	Scp1 inh	SUMO1 PPI mod	CSN deneddyl inh	STEP block	Compound
-0.6	-8	i	2.0	1.4	2	-7	-4	-1	5	COc1ccc(C2C(C#N)=C(SCC(=O)Nc3ccc(C)cc3)NC3=C2C(=O)CC(C)(C)C3)cc1 (stereo not drawn)
-0.2	7	i	-0.9	-0.8	3	0	-1	-1	-2	CCn1c(SCC(=O)Nc2cc(C)on2)nc2c([nH]c3ccccc32)c1=O
-0.7	1	i	0.7	1.0	-2	0	3	-3	-1	O=c1[nH]n(Cc2ccccc2)c2ccccc12
0.5	-4	i	0.4	-0.2	2	-5	-18	7	-1	CCN(CC(=O)Nc1ccc(NC(C)=O)cc1)Cc1c(O)ccc2cc(Br)ccc12
-0.9	-4	i	1.6	-0.9	-2	4	1	4	1	COc1cccc(CNC(=O)N2CCN(c3ccccc3C)CC2)c1
-0.6	1	i	1.0	0.2	-3	-2	1	9	-3	CC1CN(C(=O)COC(=O)c2cc(Cl)ccc2Cl)CC(C)O1 (stereo not drawn)
1.4	-8	i	-0.9	2.2	-4	-1	4	4	3	COc1ccc(-c2cc(=O)c3ccccc3o2)cc1
-0.7	1	i	0.3	0.8	-2	43	-3	-1	0	COc1ccc2cc(C(=O)NCCCN3CCCC3=O)[nH]c2c1
0.7	-14	i	4.7	-0.7	13	-16	6	8	-2	COc1ccc(CN(C(=O)CSc2nnc(-c3c[nH]c4ccccc34)o2)c2ccc(F)cc2)cc1OC
-1.0	-7	i	1.7	1.4	0	9	-28	-13	0	COc1cccc2cc(-c3nc4ccccc4o3)c(=O)oc12
0.0	3	i	1.9	2.0	-3	0	7	2	-3	O=C(COc1ccc2c(c1)oc(=O)c1ccccc12)NCCCN1CCOCC1
-0.6	5	i	-1.3	1.7	6	-3	-15	-7	3	Cc1ccc(OCC(=O)N/N=C/c2ccco2)cc1
0.1	2	i	0.2	0.5	-5	-9	1	0	0	COC(=O)c1cc(S(=O)(=O)N(C)c2ccc(C)c(C)c2)c[nH]1
0.3	1	i	-0.5	1.5	-7	-4	-8	1	-2	CN(C)/C=C(\C#N)C(=O)N/N=C(\CC(=O)C(F)(F)F)c1ccco1
0.1	-2	i	-0.4	-0.3	-3	12	-1	-8	-2	Cc1ccc(S(=O)(=O)c2c(C)nn(-c3ccccc3)c2OC(=O)c2ccco2)cc1
-0.2	-16	i	5.1	0.8	37*	-3	6	3	4	Cc1ccc(NS(=O)(=O)c2cc(NC(=O)c3ccc4c(c3)NC(=O)CS4)ccc2Cl)c(C)c1
-0.8	0	i	0.9	-0.1	0	22	0	-2	12	O=S(=O)(N/N=C\c1ccc2c(c1)OCO2)c1ccc(Cl)cc1
-0.4	-8	i	0.5	0.0	-2	2	-4	-2	-1	CC(=O)c1ccc(S(=O)(=O)N2CCN(C(=O)c3ccc(-n4nc(C)c(Cl)c4C)cc3)CC2)cc1
0.1	-9	i	3.2	-0.2	5	9	4	6	2	CCOc1ccc(NC(=O)c2cccc3c2C(=O)N(Cc2cccnc2)C3)cc1
-0.5	-1	i	2.4	-0.1	0	-4	-5	1	2	C/C(=N\NC(=S)NC1CCCCC1)c1cccc(C(F)(F)F)c1
-0.5	20	i	-0.2	0.1	18	-13	6	-2	-2	Cc1nn(-c2ccccc2)c2sc(C(=O)NNC(=O)COc3cccc4ccccc34)cc12
-0.3	0	i	-1.3	-0.5	0	-6	-7	-5	-2	COc1ccc(CN(C)C(=O)CCN2C(=O)c3ccccc3C2=O)c(OC)c1OC
0.0	-10	i	4.2	-0.2	7	.	4	0	3	COC(=O)c1ccc2nc(C3CCCCC3)c(Cc3ccccc3C(F)(F)F)n2c1
0.4	-4	i	1.6	0.4	-3	-6	-3	-5	2	O=C(CSc1ccccn1)C12CC3CC(CC(C3)C1)C2
-0.6	1	i	0.1	1.4	4	-5	1	-2	1	CC(C)Cc1nc(SCC(=O)N2CCCCC2)c2c(=O)n(C)c(=O)n(C)c2n1
-0.4	1	i	-1.7	1.0	0	-10	-9	2	-2	Cc1ccc(NC(=O)CN(C)C(=O)COC(=O)c2nccnc2N)cc1
0.1	5	i	-1.6	-0.7	-1	-1	1	-4	5	COC(=O)[C@H](CO)NS(=O)(=O)c1ccc(C)cc1
0.8	-1	i	-1.3	3.0	16	-13	20	4	2	CC1CCN(S(=O)(=O)c2ccc(C(=O)Nc3nnc(-c4ccccn4)o3)cc2)CC1
-0.1	-2	i	0.6	-0.3	23	-1	-6	4	-1	COc1ccc2c(c1)C1=C(CC2)C(c2ccc(C)cc2)NC(=S)N1 (stereo not drawn)
-0.5	0	i	-1.2	1.2	4	2	0	-2	-3	CN1C[C@@H]2[C@@H]3C(=O)N(Cc4ccccc4)C(=O)[C@@H]3[C@](Cc3ccccc3)(C1=O)N2C(=O)c1ccccc1
-0.6	-18	i	2.1	2.6	3	-9	-2	1	-1	COc1cc(C2C(C#N)=C(N)N(c3cccnc3)C3=C2C(=O)CCC3)ccc1O (stereo not drawn)
0.0	0	i	8.0	0.8	2	-3	-8	-7	0	COc1cc(NC(=O)CSc2nccc(=O)[nH]2)c(C)cc1[N+](=O)[O-]
-0.8	9	i	-3.0	-1.7	-4	-13	0	1	-3	COC(CNC(=O)c1ccc2c(=O)n(Cc3ccc(Cl)cc3)c(=S)[nH]c2c1)OC
-0.2	-1	i	-0.7	-0.5	1	-4	7	-5	0	Cc1nn(CCCC(=O)NC(C)c2ccccc2)c(=O)c2nn(-c3ccccc3)c(C)c12 (stereo not drawn)
-0.6	0	i	0.7	2.1	-7	-3	-5	-4	0	O=C(O)/C=C/C(=O)Nc1ccc2nccnc2c1
-1.4	-2	i	1.5	-0.8	-4	-4	-11	4	-2	O=C(c1ccc([N+](=O)[O-])cc1)N(Cc1ccc(Cl)cc1)N1C(=O)CCCC1=O
-0.6	-9	i	0.5	-0.4	-7	-8	-1	-2	-2	COc1ccc(CN(C(=S)Nc2ccccc2)C2CC(=O)N(c3ccc(F)cc3)C2=O)cc1 (stereo not drawn)
-0.2	0	i	0.8	2.1	-5	.	-12	-1	0	c1ccc2c(c1)-c1nc3ccccc3cc1C2N1CCCCC1 (stereo not drawn)
-0.7	7	i	0.9	-1.2	-2	37	9	4	-2	COc1ccc(NC(=O)c2ccc(Cl)nc2)cc1S(=O)(=O)N1CCCCC1
-0.6	1	i	0.7	0.9	5	0	-3	1	2	COc1cc(/C=C/CNC[C@H]2O[C@@H](n3cnc(C(N)=O)n3)[C@H](O)[C@@H]2O)ccc1O

Reformatted: 2 of the compounds above
SMILES | Tb MetRS inh | DNMT1 block | Rpn11 inh | LMPTP inh | MsrA inh | NadD block | Scp1 inh | SUMO1 PPI mod | CSN deneddyl inh | STEP block
C[C@H]1CN([C@@H](C)CO)C(=O)c2cccc(NC(=O)C3CC3)c2O[C@H]1CN(C)Cc1ccc(-c2ccccc2)cc1 | -0.1 | -2 | i | 0.4 | 1.1 | 1 | 1 | 4 | 0 | 2
CCc1nc2ccc(C(=O)Nc3ccc(NC(C)=O)cc3)cc2nc1CC | -0.2 | -7 | i | -1.6 | 1.2 | 0 | -2 | -4 | -1 | 1

Taken from above:
For NadD block, `c1ccc2c(c1)-c1nc3ccccc3cc1C2N1CCCCC1` (stereo not drawn) has -5
For MsrA inh, `COc1ccc(NC(=O)c2ccc(Cl)nc2)cc1S(=O)(=O)N1CCCCC1` has -1.2

Screening data (PubChem BioAssay)
